H37Rv inhibition – M. tuberculosis growth inhibition, HTS (AID 449762); M. tuberculosis H37Rv growth inhibition, 7H9 media; higher % means a stronger effect; one-dose inhibition, % at 25 µM; IC50 in µM for titrated hits; 330,000 compounds, 0.59% hits; in the data active = a potency from the dose series; inconclusive = inhibition above about 70% without an active follow-up result;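 also: bacterial growth assessed after seven days of incubation; strong numbers were not always called active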
Salmonella PhoP GFP – Inhibition of PhoP regulon, Salmonella typhi GFP reporter cells, confirmation, 4 h (AID 1850) | inhibition, % at 50 µM; hits with a dose series show IC50 in µM | Salmonella Typhi PhoP-promoter GFP reporter, fluorescence, 4 h; higher % means a stronger effect | 310,000 compounds, 0.33% hits; in the data active = a potency from the dose series; inconclusive = inhibition mostly from about 25% at the one dose, without a potency; inactive = the rest, 99 in 100 with inhibition below about 19%;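 also: 0% = induced wells with vehicle and 100% = uninduced wells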
VEEV TC-83 Vero – inhibitors of VEEV TC-83 cytopathic effect, confirmation, Vero cells (AID 588727); Vero cells, VEEV TC-83 cytopathic effect inhibition; higher % means a stronger effect; inhibition, % at 20 µM, or IC50 in µM where a hit was titrated; 350,000 compounds, 0.13% hits; in the data active = a potency from the dose series; inconclusive = inhibition mostly from about 14% at the one dose, without a potency; inactive = the rest, 99 in 100 with inhibition below about 12%; also: strong numbers were not always called active
M. tuberculosis – growth inhibition of non-replicating M. tuberculosis (AID 488890); Mycobacterium tuberculosis non-replicating, growth inhibition; higher % means a stronger effect; inhibition, % at 25 µM, or IC50 in µM where a hit was titrated; 320,000 compounds, 0.39% hits; in the data active = a potency from the dose series; inconclusive = inhibition mostly from about 82% at the one dose, without a potency; inactive = the rest, 99 in 100 with inhibition below about 76%;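 also: plate controls were DMSO cells for no effect and high antibiotic wells for full effect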
H1N1 NS1A inhibition – H1N1 influenza NS1A inhibitors, functional cell based assay (AID 504329). NS1A functional cell-based assay, percent inhibition; higher % means a stronger effect. 340,000 compounds, 0.3% hits. inhibition, % at 12.5 µM, or IC50 in µM where a hit was titrated; in the data active = a potency from the dose series; inconclusive = inhibition above about 27% without an active follow-up result; also: strong numbers were not always called active
VEEV TC-83 Vero 10K pilot screen – second read-out of VEEV TC-83 Vero, no call of its own (marks repeat the call); inhibition, %; measured here: 10K pilot screen inhibition
* = called active by the depositor; i = inactive; u = inconclusive; x = not tested or not shown.

SMILES	H37Rv inhibition	Salmonella PhoP GFP	VEEV TC-83 Vero	M. tuberculosis	H1N1 NS1A inhibition	others
C/C(=N\NC(=O)c1cc(C)oc1C)c1ccc(C)c([N+](=O)[O-])c1	4%	x	i	27%	-6%
FC(F)(F)C1=CC(c2ccc(Br)cc2)=NCCN1	-7%	1%	1.5%	8%	2%
O=C(Nc1ccc(S(=O)(=O)N2CCCCCC2)cc1)c1c(F)cccc1F	3%	-1%	2.0%	25%	-8%
C(=C\c1ccccc1)/CSc1nc2ncccc2[nH]1	2%	0%	3.0%	4.4µM*	0%
COc1ccc(C(=O)OCc2cc(C)ccc2C)cc1S(=O)(=O)N1CCCC1	-2%	x	7.9%	18%	-3%
COc1cc(C(=S)N2CCCC2)cc(OC)c1OC	4%	11%	i	-9%	-8%
COc1ccc(CCC(=O)OCC(=O)Nc2ccc3[nH]c(=O)[nH]c3c2)cc1	1%	-1%	1.4%	0%	-12%
CC(C(=O)Nc1cccc([N+](=O)[O-])c1)[n+]1ccccc1 (stereo not given)	-6%	2%	1.2%	-9%	2%
COc1ccc(NC(=O)C2CC(=O)NC(Nc3cccc(C)c3)=N2)cc1 (stereo not given)	0%	9%	0.4%	-26%	-10%
C/C(=C(/CCO)SSCC1CCCO1)N(C=O)Cc1cnc(C)nc1N (stereo not given)	-4%	1%	1.9%	0%	-3%
COc1ccc(C(=O)N2CCN(c3ccc([N+](=O)[O-])c(-n4nc(C)cc4C)c3)CC2)cc1	-10%	-7%	0.0%	20%	-4%
CC(=O)c1cc(C#N)c(SCc2ccncc2)nc1C	-1%	-3%	9.4%	-7%	6%
CCN(C(=O)COC(=O)c1oc2ccccc2c1C)c1c(N)n(Cc2ccccc2)c(=O)[nH]c1=O	31%	x	0.5%	9%	7%
N=C(N)SCc1ncccc1O	5%	-7%	3.3%	-3%	0%
Cc1ccc2nc(C)c(C(=O)N/N=C/c3cccs3)n2c1	8%	-2%	0.7%	-46%	-2%
COc1ccccc1OCC(=O)Nc1ccc(S(=O)(=O)N2CCN(C)CC2)cc1	4%	0%	2.6%	-7%	4%
O=Nc1nc2ncccn2c1-c1ccccc1	x	x	i	x	-1%
Cc1cccn2c(=O)c3cc(C(=O)NCc4ccccc4)c(=N)n(CCCN4CCOCC4)c3nc12	x	x	2.8%	x	22%
COc1ccc(NCc2cc3cc(OC)ccc3[nH]c2=O)cc1	u	3%	3.1%	54%	12%
CN1CCCN(C(=O)CC2(CC(=O)O)CCCCC2)CC1	12%	5%	i	-6%	-9%
CCOC(=O)c1c(=O)n(O)c2ccc(OC)cc2[n+]1[O-]	0%	-14%	1.1%	8%	-3%
COc1ccccc1/C=N/NC(=O)c1c(-c2ccccc2)noc1C	-6%	-6%	i	-10%	7%
O=[N+]([O-])c1cccc(-c2cc3ccccc3[nH]2)c1	9%	-7%	1.1%	47%	-13%
CCOCCCNCc1cc(Cl)ccc1OCC	0%	-5%	i	11%	8%
COc1ccc(C(CCN2CCCC(C)C2)c2c(OC)cc(OC)c3c(C)cc(=O)oc23)cc1 (stereo not given)	8%	5%	0.0%	62%	-1%
O=C(CNS(=O)(=O)c1ccc(F)c(Cl)c1)N1CCCC1	-3%	-5%	1.0%	4%	2%
Cc1ccc2c(c1)c1c(n2CC(O)CNC(CO)(CO)CO)CCCC1 (stereo not given)	3%	-13%	1.6%	x	6%
Cc1nn(Cc2cccc(C(N)=O)c2)c(C)c1Br	-5%	1%	i	-10%	-13%
CCOc1ccc(-c2cc(C)n3nc(C(N)=O)cc3n2)cc1	3%	4%	6.2%	6%	10%
CCOC(=O)c1c(NC(=O)CN2CCN(S(=O)(=O)c3cc(Cl)ccc3Cl)CC2)sc(C(=O)N(C)C)c1C	x	x	u	x	-9%

Six neighbouring entries already listed, quoted:
SMILES	H37Rv inhibition	Salmonella PhoP GFP	VEEV TC-83 Vero	M. tuberculosis	H1N1 NS1A inhibition	others
COc1ccc(C(=O)OCc2cc(C)ccc2C)cc1S(=O)(=O)N1CCCC1	-2%	x	7.9%	18%	-3%
COc1cc(C(=S)N2CCCC2)cc(OC)c1OC	4%	11%	i	-9%	-8%
COc1ccc(CCC(=O)OCC(=O)Nc2ccc3[nH]c(=O)[nH]c3c2)cc1	1%	-1%	1.4%	0%	-12%
CC(C(=O)Nc1cccc([N+](=O)[O-])c1)[n+]1ccccc1 (stereo not given)	-6%	2%	1.2%	-9%	2%
COc1ccc(NC(=O)C2CC(=O)NC(Nc3cccc(C)c3)=N2)cc1 (stereo not given)	0%	9%	0.4%	-26%	-10%
C/C(=C(/CCO)SSCC1CCCO1)N(C=O)Cc1cnc(C)nc1N (stereo not given)	-4%	1%	1.9%	0%	-3%

Other entries follow.
SMILES	H37Rv inhibition	Salmonella PhoP GFP	VEEV TC-83 Vero	M. tuberculosis	H1N1 NS1A inhibition	others
Cc1cccc(CCNC(=O)Cn2ncc3c([nH]c4ccc(C)cc43)c2=O)c1	-1%	6%	1.1%	-5%	-8%
COc1ccc2c(c1OC)C(=O)OC2C1c2cc3c(cc2CCN1C)OCO3 (stereo not given)	-2%	-6%	0.1%	-5%	-4%
Cc1cccc(Nc2nc(NCc3ccco3)nc(N)c2[N+](=O)[O-])c1	5%	-4%	7.7%	2%	-13%
CCOc1ccc(C(=O)NCCO)cc1	-7%	-6%	1.0%	4%	-9%
C[C@H](CO)N1C[C@H](C)[C@@H](CN(C)C(=O)NC2CCCCC2)Oc2c(cccc2N(C)C)C1=O	0%	x	0.2%	14%	4%
CCCCCC1CC(CC(=O)NC(=S)Nc2ccccc2Cl)C(=O)O1 (stereo not given)	8%	-24%	0.3%	78%	3%
CC1(CCl)N([O-])C2=C(CCCC2)[N+]1=O (stereo not given)	-4%	1%	i	-2%	-2%
COc1ccc(NC(=O)N2CCC(c3nc4ccccc4[nH]3)CC2)cc1	-4%	-11%	1.2%	5%	3%
Cc1nc2ccc(NC(=O)CSc3nnc(C)s3)cc2[nH]1	-5%	8%	1.4%	-7%	-3%
CCCS(=O)(=O)c1cn2cccc(N)c2c1S(=O)(=O)CCC	-1%	4%	i	-2%	-1%
COC(=O)c1ccc(NC(=O)C[n+]2ccccc2C)cc1	-10%	0%	0.6%	-9%	-2%
O=C(/C=C/Nc1ccc(F)c(Cl)c1)c1ccco1	-5%	-8%	3.4%	3%	8%
CCCn1c(SCC(=O)N2c3ccccc3CCc3ccccc32)nc2c1c(=O)n(C)c(=O)n2C	-2%	-4%	7.7%	8%	-9%
C=CCOc1ccc(Br)cc1CNCCCN1CCOCC1	4%	2%	i	31%	10%
COP(=O)(OC)C(Nc1ccc(C)cc1)c1ccc(Br)cc1 (stereo not given)	x	x	0.7%	x	5%
O=C1c2ccc([N+](=O)[O-])cc2C(=O)N1Cc1cccnc1	3%	-3%	0.3%	-12%	-13%
O=S(=O)(c1ccc2ccccc2c1)N1CCN(CCO)CC1	4%	5%	i	-1%	0%
CCOc1nc(OCC)c2[nH]c(C(=O)O)c(Br)c2n1	x	x	1.0%	x	-3%
COc1ccccc1-c1cc(C(=O)Nc2c(F)cc(F)cc2Br)no1	5%	3%	2.0%	6%	1%
COc1ccc(OCCCC(=O)Nc2nccs2)cc1	9%	23%	1.1%	65%	-3%
COC(=O)c1cccc(NC(=O)Cn2cnc3c2c(=O)n(C)c(=O)n3C)c1	2%	-1%	i	-9%	6%
CCOc1ccc(NC(=O)COC(=O)C2(C)CC2(Cl)Cl)c([N+](=O)[O-])c1 (stereo not given)	u	9%	1.7%	i	17%
C/C(=N\NC(=S)NCc1ccccc1)c1ccc2ccccc2c1	-1%	-3%	3.7%	50%	-3%
CCOc1cc(NC(=S)NCCCOC)c(OCC)cc1NC(=O)c1ccco1	7%	-4%	1.4%	u	0%
Cc1ccc(S(=O)(=O)N2CCOCC2)cc1C(=O)OC(C)C(=O)c1ccccc1 (stereo not given)	-2%	8%	10%	9%	-6%
COc1cc([N+](=O)[O-])cc2sc(NC(=O)C3CC3)nc12	2%	-10%	2.8%	-1%	1%
CCCc1nnc(NC(=O)CCC(=O)N2CCN(Cc3cc(Cl)ccc3OC)CC2)s1	6%	4%	4.3%	27%	0%
COc1ccccc1Nc1nc(N)nc(CN2CCC(C)CC2)n1	-6%	9%	i	52%	5%
COc1ccc(C(N)=O)cc1N	-4%	8%	0.4%	-1%	6%
Cc1ccc(C(=O)NCCNC(=O)c2ccccc2)cc1	1%	6%	i	0%	-4%

The final two compounds of the part above are carried over, then new ones follow:
SMILES	H37Rv inhibition	Salmonella PhoP GFP	VEEV TC-83 Vero	M. tuberculosis	H1N1 NS1A inhibition	others
COc1ccc(C(N)=O)cc1N	-4%	8%	0.4%	-1%	6%
Cc1ccc(C(=O)NCCNC(=O)c2ccccc2)cc1	1%	6%	i	0%	-4%
S=C(Nc1cccnc1)N1CCN(c2ccccc2Cl)CC1	-1%	7%	0.8%	-5%	-2%
O=C(COC(=O)c1ccc([N+](=O)[O-])o1)Nc1ccc(F)cc1	63%	x	3.3%	30%	-5%
Cc1ccc(C(=O)Nc2ccc(S(=O)(=O)N3CCc4ccccc4C3)cc2)o1	-6%	-7%	i	-4%	8%
COc1ccccc1N1CCN(C(=O)/C=C/c2ccccc2)CC1	12%	7%	0.6%	12%	-3%
CCN(C(=O)CSc1nnnn1-c1ccc(OC)cc1)C1CCS(=O)(=O)C1 (stereo not given)	2%	x	1.8%	x	-16%
CCOC(=O)Cn1nc(C)n(-c2ccc(Br)cc2)c1=O	5%	-6%	i	12%	0%
Cn1c(CN2CCOCC2)nnc1SCc1ccccc1	-2%	-4%	i	4%	-11%
CCOc1ccc2nc(NC(=O)c3ccoc3C)sc2c1	20%	-11%	0.3%	55%	-1%
CC(C)(C)c1ccc(S(=O)(=O)/N=C2\C=C(NS(=O)(=O)c3ccccc3)C(=O)c3ccccc32)cc1	3%	2%	i	15%	11%
O=C(C(=O)N1CCN(c2ccc(F)cc2)CC1)c1cn(CC(=O)N2CCOCC2)c2ccccc12	3%	-2%	0.8%	6%	-3%
CCCn1cnc2c(oc3ccccc32)c1=O	-1%	8%	0.9%	-6%	-8%
N=c1c(C(=O)NCc2ccc3c(c2)OCO3)cc2c(=O)n3ccccc3nc2n1Cc1cccnc1	-5%	-13%	0.4%	7%	-3%
CN(C)C(CNc1ccc([N+](=O)[O-])cc1C#N)c1ccccc1 (stereo not given)	2%	i	0.1%	3%	-2%
O=C(OCC(=O)N1CCN(C(=O)c2ccco2)CC1)c1cn(-c2ccccc2)nc1-c1ccccc1	40%	-4%	7.8%	10%	-12%
Cc1ccc2c(c1)N(CC(=O)NCCC1=CCCCC1)C(=O)c1cccnc1O2	-6%	-13%	4.7%	34%	10%
COc1ccc(C2C(=O)N(C3CCCCC3)CC(=O)N2C2CCCC2)cc1 (stereo not given)	-9%	-9%	3.9%	-7%	-1%	VEEV TC-83 Vero 10K pilot screen=0.1
